Screens: PubChem, several laboratories
CHRM4 PAM – human M4 muscarinic receptor positive allosteric modulators, primary screen, CHO-K1 cells, Fluo-8 calcium fluorescence; CHO-K1 hM4/Gqi5, ACh EC20; 0% = ACh EC20, 100% = maximal ACh; actives 0.4% (n = 360,000); AID 624126, 2012; Muscarinic acetylcholine receptor M4 (Homo sapiens), P08173; activation, % at 3 µM;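 active means activation above its plate's cutoff, the mean activation of sample wells plus 3 SD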; further: some results filed as inactive read as strong as hits
Target sequence (P08173 whole entry, looked up): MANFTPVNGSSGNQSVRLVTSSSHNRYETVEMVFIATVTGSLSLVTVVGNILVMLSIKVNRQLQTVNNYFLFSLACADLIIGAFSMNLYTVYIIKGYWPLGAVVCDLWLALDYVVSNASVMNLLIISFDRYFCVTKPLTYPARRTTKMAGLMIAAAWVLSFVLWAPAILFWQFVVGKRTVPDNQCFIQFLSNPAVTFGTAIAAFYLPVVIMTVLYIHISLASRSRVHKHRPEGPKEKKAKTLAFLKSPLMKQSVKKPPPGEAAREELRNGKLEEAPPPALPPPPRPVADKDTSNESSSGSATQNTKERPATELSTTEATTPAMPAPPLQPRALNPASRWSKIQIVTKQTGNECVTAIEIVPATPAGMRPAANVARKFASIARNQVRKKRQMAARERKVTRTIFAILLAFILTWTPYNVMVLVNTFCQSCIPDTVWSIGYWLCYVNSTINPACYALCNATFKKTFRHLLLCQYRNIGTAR
CHRM5 PAM – human M5 muscarinic receptor positive allosteric modulators, primary screen, CHO-K1 cells, Fluo-8 calcium fluorescence | CHO-K1 hM5, ACh EC20 PAM; 0% = ACh EC20, 100% = ACh EC100 | actives 0.3% (n = 360,000) | Muscarinic acetylcholine receptor M5 (Homo sapiens), P08912 | activation, % at 3 µM;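 active means activation above the run cutoff, the mean activation of all test compounds plus 3 SD, cut at about 18% in these data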
Target sequence (P08912 whole entry, looked up): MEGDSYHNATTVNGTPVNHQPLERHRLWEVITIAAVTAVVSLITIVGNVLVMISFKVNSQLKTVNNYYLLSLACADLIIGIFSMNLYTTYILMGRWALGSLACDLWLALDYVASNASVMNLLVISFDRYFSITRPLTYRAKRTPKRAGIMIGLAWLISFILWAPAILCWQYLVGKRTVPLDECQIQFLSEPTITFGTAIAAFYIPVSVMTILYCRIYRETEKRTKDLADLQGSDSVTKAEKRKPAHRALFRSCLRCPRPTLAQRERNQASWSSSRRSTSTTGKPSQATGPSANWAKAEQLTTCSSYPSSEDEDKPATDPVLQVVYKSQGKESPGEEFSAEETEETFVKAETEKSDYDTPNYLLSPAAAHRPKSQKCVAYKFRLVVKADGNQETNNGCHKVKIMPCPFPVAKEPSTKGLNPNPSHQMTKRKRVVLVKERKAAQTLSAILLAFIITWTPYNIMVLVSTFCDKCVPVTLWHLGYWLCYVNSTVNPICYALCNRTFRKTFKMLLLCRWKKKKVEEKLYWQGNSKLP
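Test system: CHO-K1 hM5 cells / Doses: single-point, 3 µM nominal / Times: Post-acetylcholine fluorescence recording 140 s / Technique: Fluo-8 calcium fluorescence / Measure: Max/basal fluorescence ratio as % of EC20–EC100 ACh window / Benchmarks: low control EC20 acetylcholine (0%), high control EC100 acetylcholine (100%) / Replicates: one well per compound, no replicates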
CRFR2-BP ag – agonists of CRF-BP/CRF-R2 complex, primary screen, cell-based, HEK293, calcium dye fluorescence, uHTS. CRF-binding protein / CRF receptor 2 complex (human). calcium dye fluorescence (FLIPR); percent of saturating CRF peptide response. activation, % at 13.2 µM. actives 0.46% (n = 350,000). AID 588473, 2011;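 active means activation of at least 50%, plus an integration ratio under a set limit after plate pattern correction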;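 further: plate controls were neutral control wells without compound for no effect and CRF at EC100 for full effect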
CHRM5 agonist – human M5 muscarinic receptor agonists, primary screen, CHO-K1 cells, Fluo-8 calcium fluorescence; Muscarinic acetylcholine receptor M5 (Homo sapiens), P08912; activation, % at 3 µM; AID 624037, 2012; CHO-K1 hM5 cells; 0% DMSO wells, 100% maximal acetylcholine response; actives 0.19% (n = 360,000);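 active means activation above the run's mean over test compounds plus 3 SD, cut at about 23% in these data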;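 further: signal is peak over basal fluorescence ratio across the kinetic read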
CHRM4 antagonist – human M4 muscarinic receptor antagonists, primary screen, CHO cells, Fluo-8 calcium fluorescence. actives 0.73% (n = 360,000). CHO-hM4 cells, ACh EC80. Muscarinic acetylcholine receptor M4 (Homo sapiens), P08173. inhibition, % at 3 µM;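 active means inhibition above its plate's cutoff, the mean inhibition of sample wells plus 3 SD, cut at about 27% in these data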;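 further: 0% = acetylcholine EC80 with DMSO and 100% = DMSO without agonist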
CHRM4 agonist – human M4 muscarinic receptor agonists, primary screen, CHO-K1 cells, Fluo-8 calcium fluorescence | Muscarinic acetylcholine receptor M4 (Homo sapiens), P08173 | CHO-K1 hM4/Gqi5; vehicle 0%, full acetylcholine response 100% | activation, % at 3 µM | actives 0.14% (n = 360,000);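 active means activation above the run mean over all test wells plus 3 SD, cut at about 32% in these data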;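 further: peak over basal fluorescence ratio per well then scaled between controls; 0% = DMSO wells and 100% = acetylcholine at EC100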
IDE inh – human IDE inhibitors in live cells, primary screen, fluorescence polarization, HEK cells, FAbetaB substrate | AID 434962, 2010 | FAbetaB cleavage | actives 0.41% (n = 320,000) | Insulin-degrading enzyme (Homo sapiens), P14735 | inhibition, % at 5.59 µM;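 active means percent inhibition above the average of all tested compounds plus 3 SD, set per screening campaign, cut at about 16% in these data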;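 further: IDE supplied by intact live HEK cells; FP after avidin binding of uncleaved biotin substrate so inhibition keeps polarization high; 0% = DMSO wells and 100% = 60 µM reference IDE inhibitor Ii1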
CRFR2-BP antag – antagonists of CRF-BP/CRF-R2 complex, primary screen, cell-based, HEK293, calcium dye fluorescence, uHTS; CRF-induced calcium fluorescence; inhibition, % at 11.8 µM; actives 0.59% (n = 350,000);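 active means inhibition of the ligand-induced calcium signal above about 50% at the single tested concentration, limit read from the data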
M5 antag – human M5 muscarinic receptor antagonists, primary screen, CHO cells, Fluo-8 calcium fluorescence. CHO-hM5 cells, ACh EC80. inhibition, % at 3 µM. actives 0.59% (n = 360,000). AID 624040, 2012;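 active means inhibition above a per-plate cutoff, the mean of that plate's test compounds plus 3 SD, cut at about 27% in these data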;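 further: 0% = acetylcholine EC80 with DMSO and 100% = DMSO without agonist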
* hit, by the source's call; / = not tested or not shown; + = active, no number.

1) CC[C@@]1(C(=O)OC)N[C@H](CN(C)C(=O)Nc2ccccc2)[C@@H]2C(=O)N(Cc3ccccc3)C(=O)[C@@H]21
2) COc1ccc(C(=O)N2CCN(S(=O)(=O)c3ccc(C)cc3C)CC2)cc1S(=O)(=O)N1CCOCC1
3) CCCCOc1ccc(C(=O)Nc2ccc3c(c2)OCO3)cc1
4) CN1CCN(C(=O)CSc2nnc(COc3ccccc3)o2)CC1
5) COc1ccc(-c2[nH]nc3c2C(c2ccncc2)C(C#N)=C(N)O3)cc1 (stereo not given)
6) CC12CCC(C(=O)NCCCN3CCOCC3)(C(Br)C1=O)C2(C)C (stereo not given)
7) COc1ccc(CC(N)c2csc(NC(=O)NC(c3ccccc3)c3ccccc3)n2)cc1 (stereo not given)
8) COc1ccc(CNC(=O)c2cc3c(=O)n4ccccc4nc3n(CC3CCCO3)c2=N)cc1 (stereo not given)

Compound,1,2,3,4,5,6,7,8
CHRM4 PAM,1,5,-1,4,6,-7,4,0
CHRM5 PAM,0,6,-2,-3,-4,-2,0,6
CRFR2-BP ag,-1.6,-1.2,-0.1,-0.6,3.0,5.4,/,-0.6
CHRM5 agonist,-1,-3,-4,-3,7,2,3,-8
CHRM4 antagonist,-11,4,6,-14,0,-9,25,4
CHRM4 agonist,0,4,1,2,1,1,7,0
IDE inh,1,/,-4,-3,6,-4,/,7
CRFR2-BP antag,2,-4,-11,-10,-10,-3,/,-3
M5 antag,5,-6,-3,19,-6,12,0,-5

9) COC(=O)C1=CN(C)C=C(C(=O)OC)C1c1ccc(Cl)cc1Cl
10) CC1(C)CC(=O)c2sc(NS(=O)(=O)c3ccc(Br)cc3)nc2C1
11) COCCOC(=O)C1=C(N)Oc2c(oc(CO)cc2=O)C1c1ccccc1F (stereo not given)
12) CCc1nnc(NC(=O)C2Cc3ccccc3CN2S(=O)(=O)CC)s1 (stereo not given)
13) O=C(NCc1cccs1)C(NS(=O)(=O)c1cccc2nsnc12)c1ccccc1 (stereo not given)
14) Cc1ccc2nc(-c3ccccc3)cc(C(=O)NNC(=O)c3csc(N4CCOCC4)n3)c2c1
15) CC(O)[C@@H](C(=O)N1CCNCC1)n1cc(CCCCN)nn1 (stereo not given in full)
16) Cc1cccc(NC(=O)NCc2ccc3c(c2)OCO3)c1

Compound,9,10,11,12,13,14,15,16
CHRM4 PAM,0,-3,3,7,-1,-8,-20,4
CHRM5 PAM,-5,2,7,6,-1,-24,-5,1
CRFR2-BP ag,-0.6,25,-0.3,-0.9,0.5,-1.0,-2.0,/
CHRM5 agonist,-2,1,2,2,-6,3,1,-6
CHRM4 antagonist,4,-5,0,-3,-6,8,9,-2
CHRM4 agonist,0,1,1,2,1,21,+,0
IDE inh,-3,8,0,0,0,3,-3,-1
CRFR2-BP antag,23,-9,8,-6,-11,-10,6,/
M5 antag,0,4,1,-4,-1,18,-7,3

17) CC(C)c1ccc(NS(=O)(=O)c2ccc(-n3cccn3)cc2)cc1
18) Oc1c(Br)cc(C2N=C(c3ccccc3Cl)NO2)cc1Br (stereo not given)
19) C=CCO/N=C(\C)c1c(O)c(C)c(-c2ccccc2)n(-c2ccccc2)c1=O
20) Cc1ccn2cc(CCNC(=O)CC3CCCCC3)nc2c1
21) CCOC(=O)CN(c1ccccn1)S(=O)(=O)c1ccccc1
22) NC(=O)c1ccsc1NC(=O)CSc1n[nH]c(N)n1
23) Cc1ccc(S(=O)(=O)/N=S(\C)CC2CC2(Cl)Cl)cc1 (stereo not given)
24) Cc1ccc(C(C)C)cc1OCC(=O)NNC(=O)Nc1ccccc1

Compound,17,18,19,20,21,22,23,24
CHRM4 PAM,-8,-2,6,3,3,2,11,-16
CHRM5 PAM,-2,5,-2,-1,1,-3,2,-4
CRFR2-BP ag,4.8,0.7,1.8,1.4,7.4,0.8,-1.5,-6.2
CHRM5 agonist,3,-4,-5,-2,-7,1,-1,-6
CHRM4 antagonist,17,3,0,9,4,-2,0,61*
CHRM4 agonist,6,1,1,1,1,1,1,4
IDE inh,7,1,1,0,-6,-4,4,-1
CRFR2-BP antag,-24,39,-11,-12,-30,-11,0,-6
M5 antag,0,-4,6,7,3,4,-8,0

25) O=C(Cn1nnc(-c2ccccc2F)n1)Nc1ccc2c(c1)OCCO2
26) COc1ccc(-n2c3c(c(=O)[nH]c2=O)C(NS(=O)(=O)c2ccc(Cl)cc2)(C(F)(F)F)C(=O)N3)cc1 (stereo not given)
27) Cn1c(CCC(=O)Nc2ccc(N3CCOCC3)cc2)nc(=O)c2ccccc21
28) Cc1cc2ccccc2c(=O)n1CC(=O)NCC1COc2ccccc2O1 (stereo not given)
29) Cc1cccc(C)c1NS(=O)(=O)c1ccc(-c2cnc(C3CC3)o2)cc1
30) O=C(CN1C(=O)NC2(CCOc3ccccc32)C1=O)Nc1cccc(Cl)c1 (stereo not given)
31) C/C(=N\NC(N)=S)c1ccccc1
32) C[C@@H](C(=O)NCCc1ccccc1F)N1C(=O)N2CCc3c([nH]c4ccccc34)[C@@]2(C)C1=O

Compound,25,26,27,28,29,30,31,32
CHRM4 PAM,6,10,2,4,-4,-10,12,4
CHRM5 PAM,2,2,-5,-4,-7,-3,12,0
CRFR2-BP ag,-0.3,-2.5,0.4,-1.7,-0.5,-0.3,-1.2,-2.3
CHRM5 agonist,-1,7,-3,-4,1,1,2,2
CHRM4 antagonist,-11,-13,0,-6,-7,4,6,-13
CHRM4 agonist,4,0,1,4,8,3,0,8
IDE inh,3,3,2,2,5,-2,-5,-6
CRFR2-BP antag,0,-7,-7,-5,-15,-24,-11,-4
M5 antag,-2,-5,-5,-3,5,-5,4,8

33) Cc1ccc(CNS(=O)(=O)NCc2ccc(Cl)cc2)cc1
34) COc1ccc(C2c3[nH]c4ccccc4c3CCN2Cc2ccoc2)c(F)c1 (stereo not given)
35) Cc1ccc(-n2nc3cc(C)c(N)cc3n2)cc1
36) CCN1CCN(c2cc(C)c3cc(NC(=S)N4CCCC4)ccc3n2)CC1
37) O=C(Nc1nccs1)c1ccc(Cl)nc1
38) CCOc1ccc(OCCC(=O)NNC(=O)c2cc(OC)c(OC)c(OC)c2)cc1
39) CC1=CC(C)(C)n2c(O)c(C3=NC(=S)NC3=O)c3cc(OC(=O)c4cccc5ccccc45)cc1c32
40) CC(NC(=O)c1cc(F)c(F)c(F)c1F)c1ccc(-n2ccnc2)cc1 (stereo not given)

Compound,33,34,35,36,37,38,39,40
CHRM4 PAM,6,-9,12,5,-1,4,1,-1
CHRM5 PAM,1,-7,1,4,-5,6,8,-1
CRFR2-BP ag,1.9,-2.8,-0.4,0.8,-2.1,-0.6,0.4,-4.7
CHRM5 agonist,-4,-13,-4,0,-2,-3,5,-4
CHRM4 antagonist,-6,3,-12,-1,-5,-3,8,-15
CHRM4 agonist,0,-1,-1,1,1,3,0,4
IDE inh,1,7,0,7,-2,8,-1,3
CRFR2-BP antag,-11,-15,-3,-11,6,4,-9,27
M5 antag,0,9,-6,2,5,3,-4,-5

41) COc1ccc(NC(=S)NC(=O)Cc2ccccc2)cc1
42) CCCn1cc(CN2CCC(Cc3cccc(F)c3)(C(=O)OCC)CC2)c(C)n1
43) Cn1c(C(=O)O)ccc1S(=O)(=O)N(Cc1ccccc1)Cc1ccccc1
44) CCN(CC)C(=O)C1=C(C)N(CCCN2CCCC2=O)C(=O)C(CC(=O)NC2CC2)C1 (stereo not given)
45) CC(Sc1nc2c([nH]c3ccccc32)c(=O)n1C)c1ccccc1 (stereo not given)
46) O=C(N/N=C/C=C/c1ccco1)c1cccs1
47) Cc1ccc(S(=O)(=O)NC(C(=O)Oc2ccc3ccc(=O)oc3c2)c2ccccc2)cc1 (stereo not given)
48) CC(=O)N1CCN(C(=O)CCCNC(=O)c2ccc(Cl)cc2)CC1

Compound,41,42,43,44,45,46,47,48
CHRM4 PAM,0,-6,-13,6,4,8,5,7
CHRM5 PAM,-3,-7,-11,5,6,6,4,-8
CRFR2-BP ag,-1.1,-0.8,-0.7,-2.4,2.2,3.0,-0.9,-1.6
CHRM5 agonist,0,-7,1,1,-1,-2,-3,-3
CHRM4 antagonist,-10,3,3,-10,-14,5,-6,-7
CHRM4 agonist,3,5,9,1,0,1,0,1
IDE inh,2,-1,-4,/,2,0,12,-2
CRFR2-BP antag,-1,-11,17,10,6,-17,-7,-2
M5 antag,7,18,9,-1,-8,-15,-9,7

49) CC1(C)OCC(COC(=O)Nc2cccnc2)([N+](=O)[O-])CO1
50) CCN(CC)S(=O)(=O)c1cc(C(=O)Oc2cccc(-c3cnc4ccccc4n3)c2)ccc1Br
51) CN(C)c1ccc(S(=O)(=O)N2CCCCC2)cc1NC(=O)C1=COCCO1
52) Cc1ccc(C(c2c(C)nn(-c3ccccc3)c2N)c2c(C)nn(-c3ccccc3)c2N)cc1
53) Cc1ccc(OC(=O)N2CCOCC2)cc1
54) CCCN(CCO)Cc1cccc(Br)c1
55) COC(=O)c1ccc2c(=O)n(CCCCCC(=O)NCCNC(C)=O)c(=O)[nH]c2c1
56) O=C(CSc1ccccc1[N+](=O)[O-])NC1CCS(=O)(=O)C1 (stereo not given)

Compound,49,50,51,52,53,54,55,56
CHRM4 PAM,-1,5,15,9,2,7,-2,5
CHRM5 PAM,4,1,1,2,-2,-2,3,3
CRFR2-BP ag,-0.4,5.0,0.1,-1.7,0.3,1.4,0.6,-3.2
CHRM5 agonist,3,-1,-1,-5,3,-2,4,-1
CHRM4 antagonist,-1,0,-9,-11,-5,2,0,-11
CHRM4 agonist,2,0,4,2,0,0,1,1
IDE inh,1,4,3,-1,-6,2,3,2
CRFR2-BP antag,17,-15,2,4,8,37,1,-15
M5 antag,6,-3,-1,-1,7,5,1,-10

Arranged by value in CHRM4 antagonist (ascending): some entries from above.
52) Cc1ccc(C(c2c(C)nn(-c3ccccc3)c2N)c2c(C)nn(-c3ccccc3)c2N)cc1
51) CN(C)c1ccc(S(=O)(=O)N2CCCCC2)cc1NC(=O)C1=COCCO1
53) Cc1ccc(OC(=O)N2CCOCC2)cc1
50) CCN(CC)S(=O)(=O)c1cc(C(=O)Oc2cccc(-c3cnc4ccccc4n3)c2)ccc1Br

Compound,52,51,53,50
CHRM4 PAM,9,15,2,5
CHRM5 PAM,2,1,-2,1
CRFR2-BP ag,-1.7,0.1,0.3,5.0
CHRM5 agonist,-5,-1,3,-1
CHRM4 antagonist,-11,-9,-5,0
CHRM4 agonist,2,4,0,0
IDE inh,-1,3,-6,4
CRFR2-BP antag,4,2,8,-15
M5 antag,-1,-1,7,-3
